Screens deposited in PubChem by The Scripps Research Institute Molecular Screening Center.
TEAD-YAP block = TEAD-YAP interaction inhibition; inhibition, % at 9.12 µM; 640,000 compounds, 1.4% hits; HEK-TIYL cells, TEAD-Gal4/YAP UAS-luciferase luminescence; AID 1259422; in the data active = inhibition above about 32%;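 also: 0% = median of test compound wells and 100% = reference inhibitor wells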
MITF inh = human MITF inhibition, primary screen | AlphaScreen MITF homodimerization, bead proximity signal | inhibition, % at 2.6 µM | 650,000 compounds, 0.91% hits | AID 1259374; in the data active = inhibition above about 50%;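 also: 0% = vehicle wells with protein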
Target sequence (O75030 whole entry, looked up): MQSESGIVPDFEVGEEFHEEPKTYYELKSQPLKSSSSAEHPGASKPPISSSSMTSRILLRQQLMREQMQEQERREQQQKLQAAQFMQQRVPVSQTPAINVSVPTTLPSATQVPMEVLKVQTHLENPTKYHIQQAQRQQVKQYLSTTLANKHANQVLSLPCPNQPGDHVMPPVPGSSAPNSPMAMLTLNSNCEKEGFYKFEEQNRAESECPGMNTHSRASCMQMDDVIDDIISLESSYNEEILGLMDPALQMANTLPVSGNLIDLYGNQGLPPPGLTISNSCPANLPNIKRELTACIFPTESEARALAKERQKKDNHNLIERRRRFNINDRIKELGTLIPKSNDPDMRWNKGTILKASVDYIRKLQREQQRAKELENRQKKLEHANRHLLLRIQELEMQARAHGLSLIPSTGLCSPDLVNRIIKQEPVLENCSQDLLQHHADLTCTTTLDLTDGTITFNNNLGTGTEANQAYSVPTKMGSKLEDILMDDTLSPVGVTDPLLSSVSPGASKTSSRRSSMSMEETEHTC
FBW7 activator = human FBW7 E3 ligase activation, primary screen; AlphaScreen FBW7–phospho-cyclin E peptide binding, activator screen; normalized activity (activation), % at 26.1 µM; 650,000 compounds, 0.13% hits; Q969H0; in the data active = normalized activity above about 1.9%;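 also: purified mutant Fbw7 with reduced substrate affinity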
GPR151 ag = activators of human GPR151 | PathHunter beta-arrestin GPR151 cells, luminescence | 650,000 compounds, 1% hits | activation, % at 11.2 µM; in the data active = activation above about 4.9%;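 also: 0% = median of compound wells and 100% = cells with positive control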
Target sequence (Q8TDV0 whole entry, looked up): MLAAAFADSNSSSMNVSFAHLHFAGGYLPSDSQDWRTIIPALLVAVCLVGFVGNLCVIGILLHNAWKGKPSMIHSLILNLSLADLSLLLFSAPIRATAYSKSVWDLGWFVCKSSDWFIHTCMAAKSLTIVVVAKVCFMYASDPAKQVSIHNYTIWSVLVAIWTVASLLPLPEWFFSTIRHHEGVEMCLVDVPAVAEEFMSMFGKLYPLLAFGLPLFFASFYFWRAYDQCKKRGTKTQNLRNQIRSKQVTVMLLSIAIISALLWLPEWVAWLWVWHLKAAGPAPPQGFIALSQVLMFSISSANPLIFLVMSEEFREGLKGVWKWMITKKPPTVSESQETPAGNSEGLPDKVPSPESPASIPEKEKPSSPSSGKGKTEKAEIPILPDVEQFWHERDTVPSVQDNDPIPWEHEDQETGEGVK
* = called active by the depositor.

Values in the order: TEAD-YAP block	MITF inh	FBW7 activator	GPR151 ag
COc1ccc(Cl)cc1NC(=O)c1sc2ncn(CC(=O)Nc3ccc(C)c(Cl)c3)c(=O)c2c1C
 : 2	-4	0.0	0.3
COc1ccc(C(=O)N2CCN(C3=NS(=O)(=O)c4ccccc43)CC2)c(OC)c1
 : -1	2	-0.1	0.1
COc1ccc2c(c1)CC(c1nc3c(OCCCO)cc(-c4cn[nH]c4)cc3[nH]1)CO2 (centres undefined)
 : -9	-1	0.0	0.7
COc1ccc2nc(NCCNC(=O)Nc3ccc(SC)cc3)c(C#N)cc2c1
 : 0	9	-0.1	-0.6
CC(=O)NC(Cc1cccc2ccccc12)C(=O)N1CCN(C(=O)c2ccc(F)cc2)CC1 (centres undefined)
 : 0	-3	-0.1	3.8
Cc1cc(O)c(C(C[N+](=O)[O-])c2ccc(F)cc2)c(=O)o1 (centres undefined)
 : 7	1	-0.1	-0.6
Cc1nc(SCC(=O)Nc2ccc(Br)cn2)n[nH]1
 : 4	6	0.2	2.9
Cc1ccccc1-n1nc2c(c1NC(=O)CC(C)C)CS(=O)(=O)C2
 : 0	2	-0.1	-1.4
COc1ccc(OC)c(NC(=O)c2cccc(N3C(=O)C4CC=CC(C)C4C3=O)c2)c1 (centres undefined)
 : -7	11	0.2	0.0
CC(=O)Nc1ccc(C(=O)N/N=C/c2ccccn2)cc1
 : -6	20	-0.1	0.3
CCOc1ccc(-c2nc(CSCC(=O)N3CCOCC3)c(C)o2)cc1
 : 10	9	0.2	0.4
C=CCn1c(=NC(=O)c2ccccc2S(C)(=O)=O)sc2cc([N+](=O)[O-])ccc21
 : -1	2	-0.2	-0.3
O=C(NCCO)Nc1ccc(Cc2ccc(NC(=O)NCCO)cc2)cc1
 : 2	14	-0.1	-1.5
Cc1cccc(N2CCN(C(=O)CCn3c(=S)[nH]c4cc5c(cc4c3=O)OCO5)CC2C)c1 (centres undefined)
 : -6	-9	0.0	1.6
CCOC(=O)c1sc2nc(SCC(=O)NCCc3ccccc3)n(Cc3ccc(Cl)c(Cl)c3)c(=O)c2c1C
 : -7	-3	-0.1	-0.7
Cc1cccc(C)c1N(CC(=O)Nc1cccc(Cl)c1C)S(C)(=O)=O
 : -7	12	0.2	-0.1
CN(Cc1ccccc1)S(=O)(=O)c1cc(C(=O)Nc2ccc(Cl)c(Cl)c2)ccc1F
 : 29	4	0.2	1.1
CN(C)c1ccc(C2C3=C(CC(C)(C)CC3=O)Nc3ccc4ccccc4c32)cc1 (centres undefined)
 : 1	-13	-0.2	1.6
CCOC(=O)c1c(-c2ccccc2)oc2ccc(OCC=C(C)C)cc12
 : 2	-6	0.1	0.3
O=C(COc1ccccc1[N+](=O)[O-])NCCc1nc2ccccc2[nH]1
 : -1	23	0.2	-1.4
COc1ccc(NC(=O)C(=O)NCc2ccco2)cc1
 : -16	1	0.5	-0.3
Cn1nccc1C(=O)Nc1ccc(OC(=O)c2ccnn2C)cc1
 : 34*	-5	-0.1	2.4
NC(=O)COC(=O)COc1ccc(C(=O)c2ccccc2)cc1
 : 2	-3	-0.2	1.1
COc1ccc(-n2nc3c(c2NC(=O)c2ccc(S(=O)(=O)N4CCCC4)cc2)CSC3)cc1
 : 1	9	-0.1	-1.1
O=C(N/C(=C\c1ccccc1)C(=O)N1CC2CC(C1)c1cccc(=O)n1C2)c1ccc(Cl)cc1 (centres undefined)
 : 10	12	0.1	-0.1
O=C(CSc1ccc(-c2cccs2)nn1)Nc1ccc([N+](=O)[O-])cc1
 : 8	0	0.0	0.2
Cc1ccc(-n2c(O)c(C=Nc3ccc(N4CCOCC4)cc3)c(=O)[nH]c2=O)cc1Cl
 : -6	10	-0.1	-0.7
CC(=O)Oc1cc2c(C(=O)N3CCCCC3)c(C)oc2c2ccccc12
 : -35	21	0.0	0.6
C/C=C/C(=O)Nc1nnc(-c2cccnc2)s1
 : 14	7	1.0	-1.7
CC(=O)c1ccccc1OCCSc1nnc(-c2ccccc2F)o1
 : -19	-11	0.6	0.6

Record cards, from the list above. Order of screens: TEAD-YAP block | MITF inh | FBW7 activator | GPR151 ag
CN(C)c1ccc(C2C3=C(CC(C)(C)CC3=O)Nc3ccc4ccccc4c32)cc1 (centres undefined) in the list: 1 | -13 | -0.2 | 1.6
Cc1nc(SCC(=O)Nc2ccc(Br)cn2)n[nH]1 in the list: 4 | 6 | 0.2 | 2.9

Next structures.
Values in the order: TEAD-YAP block	MITF inh	FBW7 activator	GPR151 ag
O=C(CCN1C(=O)/C(=C\c2ccco2)SC1=S)Nc1ccc(C(=O)O)c(O)c1
 : 10	48	0.0	-0.3
CCOC(=O)Cc1csc(NC(=S)NC(=O)c2sc3ccccc3c2Cl)n1
 : -2	4	0.0	1.8
O=C1c2cccnc2C(=O)N1Cc1ccc(S(=O)(=O)N2CCCCC2)cc1
 : -3	-6	-0.3	-0.6
Cc1ccc(NC(=O)/C=C\C(=O)O)cc1C
 : -3	0	0.2	0.6
Cc1cc(C)cc(N=C2NC(=O)/C(=C/c3ccc(Cl)cc3)S2)c1
 : 6	25	0.1	-0.1
CN1CCN(C(=O)/C(=C/c2cccc([N+](=O)[O-])c2)NC(=O)c2ccccc2)CC1
 : 7	1	-0.1	0.5
CCOC(=O)C1CCN(C(=O)c2ccc(I)cc2)CC1
 : -3	9	0.2	0.0
N#[N+]c1ccc2c(S(=O)(=O)Oc3ccc(Cl)cc3)cccc2c1[O-]
 : 6	1	-0.2	0.8
CC(=O)c1ccc(NC(=S)NC(=O)c2ccccc2F)cc1
 : -67	12	0.0	15*
Cc1cc2nn(-c3ccccc3)nc2cc1NC(=O)c1cccnc1
 : -7	-4	-0.4	0.6
COc1ccc(C2Nc3cccc4cccc(c34)N2)c(OC)c1OC
 : 0	-2	0.4	-0.3
Cc1occc1-c1nc(-c2ccc(NC(=O)c3ccc(Br)o3)cc2)no1
 : -16	-14	-0.1	0.6
O=C1CCCN1CCn1cnc2c(NCCc3ccc(O)cc3)nc(Nc3ccc(C(F)(F)F)cc3)nc21
 : 9	11	0.2	0.2
CC(=O)c1ccccc1OCC(O)CNC1CCCC1 (centres undefined)
 : 4	-3	0.1	-1.2
CS(=O)(=O)N(CC(=O)NC1CCCCC1)c1cc(Cl)ccc1Cl
 : -1	-4	0.0	0.9
C=CCNc1ncnc2c1cnn2-c1ccc(Cl)cc1
 : -79	-5	0.0	0.0
CCOC(=O)C(NC(C)=O)C(OC(C)=O)c1cccc([N+](=O)[O-])c1 (centres undefined)
 : 16	4	1.3	1.4
Cc1cnc(C(=O)Nc2ccc(F)c(F)c2)cn1
 : -6	-6	-0.1	-0.6
CC1CC(C)(C)NC(C)c2ccccc21 (centres undefined)
 : 6	1	0.0	-0.1
CCOc1cc(C=C2C(=O)OC(C)(C(C)(C)C)OC2=O)ccc1OCC(=O)OC (centres undefined)
 : 4	-17	-0.1	-0.6
COc1ccc(NS(=O)(=O)c2cc(NC(=O)CCCNC(N)=O)ccc2OC)cc1
 : 6	3	-0.1	1.9
NCCNCCOCCOc1ccccc1-c1ccccc1
 : 0	19	-0.1	-0.7
N#Cc1ccc(-c2cccs2)nc1SCCOc1ccccc1
 : -4	-3	0.2	2.4
COc1ccc(NC(=O)C(=O)NC2CC2)cc1OC
 : -3	-12	0.0	3.9
COC(=O)c1cccc(NC(=O)C2C3CCC(C3)C2C(=O)O)c1 (centres undefined)
 : -3	22	0.1	-0.3
Cn1c(SCC(=O)Nc2ccccc2Oc2ccccc2)nc2ccccc2c1=O
 : -8	-3	0.2	-0.1
CC1(C)Cc2c(sc3ncn4nc(-c5cc6ccccc6cc5O)nc4c23)C(C)(C)N1
 : -11	1	0.1	-1.6
CCCCN(CC)C(=O)CSc1ncnc2c1sc1ccccc12
 : -20	-3	0.1	0.7
Cc1cccc(C(=O)Nc2ccc3oc(-c4cccnc4)nc3c2)c1
 : -18	-10	-0.2	0.2
COc1ccccc1N(CCCN1C(=O)c2cccc3cccc(c23)C1=O)C(=O)c1cc(OC)c(OC)c(OC)c1
 : 2	14	0.1	-0.9

Ordered by molecular weight (highest first): part of the list above
Values in the order: TEAD-YAP block	MITF inh	FBW7 activator	GPR151 ag
CC1(C)Cc2c(sc3ncn4nc(-c5cc6ccccc6cc5O)nc4c23)C(C)(C)N1
 : -11	1	0.1	-1.6
Cn1c(SCC(=O)Nc2ccccc2Oc2ccccc2)nc2ccccc2c1=O
 : -8	-3	0.2	-0.1
CCOC(=O)C(NC(C)=O)C(OC(C)=O)c1cccc([N+](=O)[O-])c1 (centres undefined)
 : 16	4	1.3	1.4
C=CCNc1ncnc2c1cnn2-c1ccc(Cl)cc1
 : -79	-5	0.0	0.0
CC1CC(C)(C)NC(C)c2ccccc21 (centres undefined)
 : 6	1	0.0	-0.1

Additional results follow.
Values in the order: TEAD-YAP block	MITF inh	FBW7 activator	GPR151 ag
Cc1ccc(C2NC(C(=O)O)CS2)o1 (centres undefined)
 : 6	17	-0.1	-1.7
O=C(CSc1nc(-c2ccccc2)cs1)NC(=O)Nc1ccc2c(c1)OCCO2
 : -4	7	0.0	-2.1
CCOC(=O)c1c(C(=O)OCC)c(C)n(N2C(=O)CSC2=S)c1C
 : -5	16	0.1	-0.7
COc1ccccc1C1C(C#N)=C(N)SC(N)=C1C#N
 : -2	6	0.2	0.5
CCSc1nc(-c2ccco2)nc2c1c(=O)n(C)c(=O)n2C
 : 9	16	0.0	6.3*
COc1cccc(NC(=O)C2CCCN(S(=O)(=O)c3c(C)noc3C)C2)c1 (centres undefined)
 : -3	-2	-0.2	0.2
CCOc1ccc(/C(O)=C2\C(=O)C(=O)N(c3nnc(C)s3)C2c2ccccc2F)cc1 (centres undefined)
 : -8	0	-0.1	-2.1
O=C(Nc1ccc(F)cc1F)C1CCCN(c2nnc(N3CCCC3=O)s2)C1 (centres undefined)
 : -3	8	0.0	-3.0
Cc1nc2c(C(=O)N3CCC4(CC3)OCCO4)cnn2c(C)c1Cc1ccccc1Br
 : 2	-4	0.0	-1.2
O=C1CCCc2oc3c(cc(NS(=O)(=O)c4cccs4)c4ccccc43)c21
 : 11	5	-0.1	0.1
COc1cc2c(c(OC)c1OC)C(c1cccc(O)c1)CC(=O)N2 (centres undefined)
 : 2	12	0.0	0.5
COc1cc(CN2CCNC(=O)C2CC(=O)NCc2ccc(C)s2)cc(OC)c1 (centres undefined)
 : -5	-5	0.2	-0.6
COc1ccc(Nc2ncnc3c2c(-c2ccccc2)cn3-c2ccc(OC)cc2)cc1
 : 14	4	-0.1	0.1
O=C(CNC(=O)Cc1ccccc1)NCC(=O)OCc1ccccc1
 : 7	-12	-0.4	1.8
O=C(NCc1ccc2c(c1)OCO2)c1ccc(CN2CCN(c3ccccn3)CC2)[nH]c1=O
 : -5	-12	0.3	-0.5
Cc1nn(CC(C)C)c(=S)[nH]c1=O
 : 0	0	-0.1	-0.2
CC(C)CNC(=O)c1nn2c(C(F)(F)F)cc(-c3ccco3)nc2c1Cl
 : 2	9	-0.1	0.6
Cc1cccc(NC(=O)Nc2cnn(-c3cccc(C(=O)Nc4ccnc(Cl)c4)c3)c2)c1
 : -3	-3	0.0	-0.2
COc1ccccc1Oc1ncnc2c1cnn2-c1ccccc1
 : -40	10	0.3	0.6
CCCCN(C)CCNS(=O)(=O)c1ccc2c(c1)OCC(=O)N2
 : 5	3	0.6	2.7
O=C(c1ccc(Cl)nc1Cl)N1CCOCC1
 : 5	-14	-0.2	0.4
OCc1ccccc1-c1cnc2c(NCc3ccco3)nccn12
 : -43	-8	-0.7	0.8
CC(C)CN(CC(C)C)C(=O)c1cccs1
 : 8	4	0.1	0.7
Cc1ccc(C(C)CCN2CCOc3ccc(CN4CCN(CCO)CC4)cc3C2)o1 (centres undefined)
 : 2	6	-0.1	0.9
CCn1c(SCC(=O)Nc2ccc(C(C)=O)cc2)nnc1-c1cccs1
 : -41	24	0.4	0.3
Cc1ccc(OCC(=O)Nc2ccc(Cc3ccncc3)cc2)cc1
 : -5	15	0.3	0.4
CC1=C(C(=O)OC2CCCC2C)C(c2ccccc2OCc2ccccc2)NC(=O)N1 (centres undefined)
 : 4	9	0.0	2.1
COc1ccc(COC(=O)N/N=C(\C)CC(=O)Nc2ccc3c(c2)OCO3)cc1
 : -5	-5	-0.1	-0.6
Cn1c(=O)n(C)c2cc(NC(=O)c3cccc([N+](=O)[O-])c3)c(Br)cc21
 : 11	3	0.2	-0.2
CCc1ccc(-n2c(=S)sc3c(=O)[nH]c(SCc4nc5ccccc5[nH]4)nc32)cc1
 : 2	1	0.1	-0.6
COc1ccc(C(=O)Nc2c3c(nn2-c2ccc(OC)cc2)CS(=O)(=O)C3)cc1
 : 5	14	0.0	-0.4
Brc1cccc(C2Nc3cccc4cccc(c34)N2)c1
 : -11	-4	0.8	0.1
O=C(CSc1nc2ccccc2c(=O)n1CCc1ccccc1)c1ccc(Cl)cc1
 : 4	17	0.4	-2.0
c1ccc(OCCNc2nnnn2-c2ccccc2)cc1
 : -31	2	0.5	-0.7
CN1C(=O)C(=Cc2ccc(N(C)C)c(Br)c2)C(=O)N(C)C1=S
 : 15	2	-0.5	0.8
O=[N+]([O-])c1ccc(N/N=C/c2c[nH]c3ccccc23)c([N+](=O)[O-])c1
 : -1	-5	-0.1	-0.4
N#CC1=C(N)Oc2n[nH]c(-c3ccc([N+](=O)[O-])cc3)c2C1c1ccc(O)cc1 (centres undefined)
 : -4	11	-0.6	-0.3
CCOC(=O)C1=C(c2ccccc2)OC(N)=C(C#N)C1C1CCCCC1 (centres undefined)
 : 5	-2	-0.1	0.3
Cc1ccc(C(=O)NC(=S)NNC(=O)COc2ccc([N+](=O)[O-])cc2)cc1
 : -26	-21	0.0	-0.2
CC(C)(C)C(=O)N1CCc2ccc(NC(=O)Cc3cccs3)cc21
 : -6	-8	0.1	-0.7
CC(C(=O)NC1CCCCC1)N(CCc1ccccc1)C(=O)c1snc(C(N)=O)c1N (centres undefined)
 : -4	5	0.1	0.7
